TexasRed autofl – compounds fluorescent in Texas Red spectral region; Compound fluorescence, Texas Red channel, 547/618 nm; hits give high values; max dye-equivalent concentration, M; 59,000 tested, 0.06% active; AID 587; in the data active = max dye-equivalent concentration above about 10 nM; inconclusive = between about 1.1 nM and that limit
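Pin-transferred compounds and Texas Red standards go into 100 mM Tris buffer, pH 8.0. After 15 min at room temperature, plates are imaged with 547/618 nm filters. Each value is a dye-equivalent concentration derived from the per-plate dye curve.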
A350 fluor – A350 region autofluorescence; Compound autofluorescence, 340/450 nm, Alexa 350 dye-equivalents; hits give high values; AID 590; max dye-equivalent concentration, M; 59,000 tested, 11% active; in the data active = max dye-equivalent concentration above about 10 nM; inconclusive = mostly about 1.1 nM to 9.6 nM
Rhodamine autofl – rhodamine region autofluorescence | Rhodamine-region fluorescence, 547/598 nm, Tris buffer; hits give high values | max dye-equivalent concentration, M | 59,000 tested, 0.05% active | AID 594; in the data active = max dye-equivalent concentration above about 11 nM; inconclusive = between about 1.1 nM and that limit
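A six-point rhodamine series on each plate calibrates the signal. Compounds sit in 100 mM Tris (pH 8.0) for 15 min at ambient temperature before imaging through 547 nm/598 nm filters.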
BRCT PPI green – blocks human BRCA1 BRCT binding to phosphopeptide, green readout; BRCA1 BRCT-phosphopeptide binding, green fluorescence polarization; P38398; Potency, µM (series often up to 76.9 µM), without a hit: at the highest dose activity change, negative = inhibition, hits mostly inhibitors; AID 875; 75,000 tested, 0.05% active;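 also: potency is read from the fitted curve at half-maximal effect; plate controls were peptide without protein for full effect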
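Compounds were incubated for 12 min at room temperature with a complex of 100 nM fluorescein-tagged pBACH1 decapeptide and 250 nM His-tagged BRCT protein. Buffer was phosphate pH 7.3 with EDTA, DTT and Tween 20. Disruption of binding lowers the polarization signal.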
Fluorescein autfl – fluorescein region autofluorescence; Compound autofluorescence, 480/540 nm, fluorescein-equivalent; hits give high values; max fluorescein-equivalent concentration, M; 59,000 tested, 0.91% active; in the data active = max fluorescein-equivalent concentration above about 10 nM; inconclusive = between about 1.1 nM and that limit
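Autofluorescence profiling; 100 mM Tris, pH 8.0; incubation 15 min at RT; ex/em 480/540 nm; result as fluorescein-equivalent concentration.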
4MU fluor – compound fluoresces in the 4-MU spectral region; compound autofluorescence, 340/450 nm, 4-MU equivalents; hits give high values; max dye-equivalent concentration, M; 59,000 tested, 11% active; AID 589; in the data active = max dye-equivalent concentration above about 10 nM; inconclusive = mostly about 1.1 nM to 9.6 nM
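Compounds in 100 mM Tris, pH 8.0, sat 15 min at room temperature before fluorescence was read at 340 nm excitation/450 nm emission; a per-plate six-point 4-MU standard curve converted signals to dye-equivalent concentration at each compound concentration.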
USP2a inh – blocks human ubiquitin-specific protease USP2a | Potency, µM (series often up to 38.3 µM), without a hit: at the highest dose activity change, negative = inhibition, usual class: inhibitors | 60,000 tested, 0.1% active | O75604 | AID 927 | USP2a enzymatic assay, qHTS inhibition;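 also: potency is read from the fitted curve at half-maximal effect; nearly all actives have a fitted effect of over 60% in size; plate controls were DMSO for no effect and NEM full inhibition control for full effect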
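USP2 core (20nM final) preincubated 30 min RT with compound, then Ub-PLA2 20nM and NBD C6-HPC 20uM final added; buffer 20mM Tris-HCl pH 8.0, 2mM CaCl2. Fluorescence Ex 460/Em 535 read at 0 and 2.5 h; normalized to NEM.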
BRCT PPI red – disrupts BRCA1 BRCT binding to phosphoprotein, red fluorophore readout; P38398; BRCT-phosphopeptide binding, red fluorescence polarization; Potency, µM (top dose mostly 76.9 µM), without a hit: top-dose activity change, negative = inhibition, most hits filed as inhibitors; 75,000 tested, 0.03% active; also: % is scaled to controls: 0 for no effect and ±100 for the full control effect
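Fluorescence polarization: 100 nM His-tagged BRCA1 BRCT with 100 nM TAMRA-labelled phospho-BACH1 decapeptide, phosphate buffer pH 7.3 with 150 mM NaCl, DTT, 0.01% Tween 20; 12 min RT. Binding inhibition seen as FP decrease.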
Casp1 inh – blocks human caspase-1 allosterically or competitively; P29466; 75,000 tested, 0.03% active; Potency, µM (top dose mostly 57.5 µM), without a hit: at the highest dose activity change, negative = inhibition, most hits filed as inhibitors; Caspase-1 enzyme, Ac-WEHD-AFC fluorogenic rate; AID 900;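 also: potency is read from the fitted curve at half-maximal effect; plate controls were vehicle for no effect and no substrate for full effect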
Caspase-7 inhib – caspase-7 (human) inhibition, allosteric or competitive; recombinant caspase-7, Ac-DEVD-AFC fluorescence rate; Potency, µM (titrated, usually from 57.5 µM), inactives show top-dose activity change, negative = inhibition, hits mostly inhibitors; 75,000 tested, 0.02% active; active = well fitted inhibition curve with a large enough effect in the main read-out, with a control signal flat, not every such curve was filed as active; inconclusive = small, poorly fitted or top-dose-only effect, or a change in a side signal; also: potency is read from the fitted curve at half-maximal effect; % of control where 0% means no effect
HEK293 cAMP ctrl – raises cAMP in parental HEK293 cells, TSHR agonist counter-screen; AID 938; Potency, µM (doses to about 57.1 µM), inactives show at the top dose activation, hits mostly activators; parental HEK293 CNG cAMP sensor, membrane potential fluorescence; 73,000 tested, 2.5% active; also: potency is read from the fitted curve at half-maximal effect; % of control where 0% means no effect; nearly all actives have a fitted effect of over 55% in size
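Parental HEK 293 cells stably expressing a cAMP-gated CNG channel were loaded with membrane potential dye containing 100 uM RO 20-1724 for 60 min. Compound added for 30 min; depolarization read as fluorescence intensity at 590 nm.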
* = called active by the depositor; i = inactive; ? = inconclusive; . = no result given; [ ] = dose if it differs, or a comment. Unless noted, calls follow the shape of the dose curve; as a rule, active = well fitted curve in the direction sought with a large enough effect; inconclusive = small, poorly fitted or top-dose-only effect, or another doubt; inactive = no such curve, though single readings can be large; an effect the other way counts as inactive or inconclusive. Some of the compounds tested; count on the stated rates, not on these rows.

SMILES	TexasRed autofl	A350 fluor	Rhodamine autofl	BRCT PPI green	Fluorescein autfl	4MU fluor	USP2a inh	BRCT PPI red	Casp1 inh	Caspase-7 inhib	HEK293 cAMP ctrl
COCCNC(=O)Cn1cc2c(n1)CCCCC2	.	.	.	-2.9%	.	.	.	0.7%	0%	0%	9%
CCOC(=O)c1[nH]c2ccc(F)cc2c1NC(=O)C1=COCCO1	?	?	i	0.6%	i	?	6%	-0.4%	0%	0%	0%
CCC(=O)Nc1ccc(Oc2ccc3c(c2)C(=O)NC3=O)cc1	i	i	i	-1.9%	?	i	14%	0.7%	0%	-1%	-5%
COc1cccc(C(c2sc3nc(C)nn3c2O)N2CCN(C(=O)c3ccco3)CC2)c1 (stereo unspecified)	.	.	.	0.8%	.	.	.	-0.8%	-15%	-4%	?
O=C(NCc1ccco1)c1cc2n(n1)C(C(F)(F)F)CC(c1ccc(Cl)c(Cl)c1)N2 (stereo unspecified)	i	i	i	-0.3%	i	i	124%[activator]	-1.0%	-2%	-2%	-19%
Cc1n[nH]c2ccccc2c1=O	i	i	i	-0.7%[15.4 µM]	?	i	.	-2.2%[15.4 µM]	2%[11.5 µM]	-1%[11.5 µM]	-2%[11.4 µM]
O=C(NC1CC2CCCC(C1)N2C(=O)NC1CCCCC1)c1ccccc1 (stereo unspecified)	?	?	i	-1.6%	i	i	5%	0.2%	-2%	2%	2%
CCOc1ccc(OCC)c(NC(=O)CN(C)S(=O)(=O)c2cnc[nH]2)c1	i	i	i	-1.3%	?	i	-6%	-0.6%	-1%	0%	-1%
NC(=O)CSc1cn(CCNC(=O)c2cccs2)c2ccccc12	.	.	.	1.0%	.	.	.	-1.7%	-3%	3%	8%
Cc1ccc2[nH]c(=O)c3cc(C(=O)NCCN4CCN(C)CC4)sc3c2c1	.	.	.	5.7%	.	.	.	-2.9%	-3%	-1%	0%

Exported with two lines to a compound: part of the list above
The line under a structure holds: TexasRed autofl	A350 fluor	Rhodamine autofl	BRCT PPI green	Fluorescein autfl	4MU fluor	USP2a inh	BRCT PPI red	Casp1 inh	Caspase-7 inhib	HEK293 cAMP ctrl
COCCNC(=O)Cn1cc2c(n1)CCCCC2
  .	.	.	-2.9%	.	.	.	0.7%	0%	0%	9%
CCOC(=O)c1[nH]c2ccc(F)cc2c1NC(=O)C1=COCCO1
  ?	?	i	0.6%	i	?	6%	-0.4%	0%	0%	0%
CCC(=O)Nc1ccc(Oc2ccc3c(c2)C(=O)NC3=O)cc1
  i	i	i	-1.9%	?	i	14%	0.7%	0%	-1%	-5%
COc1cccc(C(c2sc3nc(C)nn3c2O)N2CCN(C(=O)c3ccco3)CC2)c1 (stereo unspecified)
  .	.	.	0.8%	.	.	.	-0.8%	-15%	-4%	?
O=C(NCc1ccco1)c1cc2n(n1)C(C(F)(F)F)CC(c1ccc(Cl)c(Cl)c1)N2 (stereo unspecified)
  i	i	i	-0.3%	i	i	124%[activator]	-1.0%	-2%	-2%	-19%
Cc1n[nH]c2ccccc2c1=O
  i	i	i	-0.7%[15.4 µM]	?	i	.	-2.2%[15.4 µM]	2%[11.5 µM]	-1%[11.5 µM]	-2%[11.4 µM]

Next part:
SMILES	TexasRed autofl	A350 fluor	Rhodamine autofl	BRCT PPI green	Fluorescein autfl	4MU fluor	USP2a inh	BRCT PPI red	Casp1 inh	Caspase-7 inhib	HEK293 cAMP ctrl
C=C(C)CSC1=C(C#N)C(c2ccsc2)CC(=O)N1 (stereo unspecified)	i	i	i	.	i	i	.	.	.	.	.
CCOC(=O)C1CCN(C(=O)c2cnn3c(C)cc(C)nc23)CC1	i	?	i	-1.9%	i	?	-5%	-0.2%	1%	-1%	0%
Cc1ccc(NC(=O)CCn2cnc3ccccc3c2=O)cc1Cl	i	i	i	-2.7%	i	i	-2%	-1.3%	-2%	-1%	2%
CNc1nc(-c2ccc(C(=O)N(C)C)cc2)nc2ccccc12	i	i	i	1.6%	i	i	46%[activator]	-1.7%	0%	1%	-11%
Cc1cccc(NC(=O)CN2C(=O)COc3ccc(Cl)cc32)c1	i	i	i	-2.0%	?	i	25%	-0.8%	2%	1%	22%
CC(=O)Nc1ccc(S(=O)(=O)N(C)S(=O)(=O)c2ccc(F)cc2)cc1	i	i	i	-1.9%	i	i	3%	-1.6%	-2%	0%	0%
COc1ccccc1NC(=O)Nc1ncccc1C	i	i	i	-2.4%	i	i	0%	-2.1%	-1%	-1%	13%
COc1ccc(OC)c(Nc2ncnc3c2cnn3-c2cccc(C)c2)c1	i	6.4e-08M*	i	-0.1%	i	5.9e-08M*	6%	-1.5%	-2%	-3%	2%
Cc1cc(C)n(C(CC(=O)O)C(=O)O)n1 (stereo unspecified)	i	i	i	-3.1%	i	i	28%	-1.0%	-2%	-2%	5%
COc1ccc(S(=O)(=O)NCCN2CCOCC2)c2ccccc12	.	.	.	0.6%	.	.	13%[7.66 µM]	-0.4%	-1%	-2%	10%[11.4 µM]

Quoted at random: two compounds from above.
SMILES	TexasRed autofl	A350 fluor	Rhodamine autofl	BRCT PPI green	Fluorescein autfl	4MU fluor	USP2a inh	BRCT PPI red	Casp1 inh	Caspase-7 inhib	HEK293 cAMP ctrl
COc1ccccc1NC(=O)Nc1ncccc1C	i	i	i	-2.4%	i	i	0%	-2.1%	-1%	-1%	13%
CNc1nc(-c2ccc(C(=O)N(C)C)cc2)nc2ccccc12	i	i	i	1.6%	i	i	46%[activator]	-1.7%	0%	1%	-11%

Screening results as filed in PubChem BioAssay.
